High-throughput results (PubChem BioAssay)
FLuc modulator: counter-screen for miR-21 project: firefly luciferase inhibitors or activators; P08659; purified FLuc, Km substrates, luminescence inhibition; Potency, µM (doses to about 57.5 µM), without a hit: top-dose activity change, negative = inhibition, usual class: inhibitors; actives 6.9% (n = 360,000); active means well fitted inhibition curve with a large enough effect; inconclusive means small, poorly fitted or top-dose-only effect;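 further: plate controls were vehicle for no effect and reference inhibitor for full effect; nearly all actives have a fitted effect of over 55% in size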
Target sequence (P08659 whole entry, looked up): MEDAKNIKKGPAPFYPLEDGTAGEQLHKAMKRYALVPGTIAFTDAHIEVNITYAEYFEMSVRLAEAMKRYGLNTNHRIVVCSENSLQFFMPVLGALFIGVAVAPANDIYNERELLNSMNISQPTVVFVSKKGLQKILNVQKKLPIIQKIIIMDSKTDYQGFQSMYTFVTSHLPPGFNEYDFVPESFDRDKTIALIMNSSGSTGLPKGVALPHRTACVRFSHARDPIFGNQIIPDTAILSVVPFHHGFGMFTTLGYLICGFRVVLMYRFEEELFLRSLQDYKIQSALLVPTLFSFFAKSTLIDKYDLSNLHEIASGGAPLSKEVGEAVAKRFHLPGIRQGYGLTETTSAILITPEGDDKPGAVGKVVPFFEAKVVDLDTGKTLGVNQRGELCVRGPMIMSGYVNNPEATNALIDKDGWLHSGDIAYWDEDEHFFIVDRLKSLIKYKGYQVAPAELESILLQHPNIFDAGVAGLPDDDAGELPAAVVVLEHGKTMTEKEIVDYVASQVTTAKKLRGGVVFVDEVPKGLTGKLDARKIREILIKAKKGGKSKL
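Biochemical qHTS of compounds, final roughly 60 µM downward over six points, against 10 nM purified firefly luciferase using Km concentrations of substrates (10 uM D-luciferin, 10 uM ATP) in Tris acetate pH 7.5 buffer; luminescence output.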
Starred values were filed as active, the others as inactive; ? = inconclusive. Potency means the concentration at half of the fitted maximal effect.

compound	FLuc modulator
COc1ccc(C2Nc3ccccc3-c3cc(C)nn32)cc1OC (centres undefined)	7%
CCN(CC)c1ccc(NC(=O)CN2CCN(CC(=O)Nc3ccc(Cl)cc3)CC2)cc1	-7%
COc1ccc(S(=O)(=O)Nc2cccc(-c3ccc(N4CCC(C)CC4)nn3)c2)c(OC)c1	2.7µM*
COc1cc(C(=O)CC2(O)C(=O)N(Cc3ccccc3Cl)c3ccccc32)cc(OC)c1OC (centres undefined)	-2%
Cc1oc2ccc(O)c(CN3CCCC(C)C3)c2c1C(=O)Nc1ccccc1 (centres undefined)	-1%
O=S(=O)(c1ccc2c(c1)CCN2)N1CCCCCC1	-6%
O=C(NCCCN1CCCCC1)c1sc2ncccc2c1-n1cccc1	1%
COc1ccc(C2NC(=O)N(C)C3=C2C(=O)N(c2ccc(C)cc2)C3)cc1 (centres undefined)	-6%
CC1=C(C(=O)Nc2cccc(F)c2)C2(CCCCC2)OC1=O	-5%
COc1cccc(-c2nc(CS(=O)(=O)CC(=O)NCc3ccc(C)cc3)c(C)o2)c1	3%
O=C(Nc1ccc2c(c1)N(C1CCCC1)C(=O)c1ccccc1S2)c1ccccc1F	5%
Cc1ccc(C)c(Nc2nnc(-c3ccc(C)c(S(=O)(=O)N4CCCCC4)c3)c3ccccc23)c1	-1%

Reprinted from the part before: six compounds, then new ones.
compound	FLuc modulator
O=C(NCCCN1CCCCC1)c1sc2ncccc2c1-n1cccc1	1%
COc1ccc(C2NC(=O)N(C)C3=C2C(=O)N(c2ccc(C)cc2)C3)cc1 (centres undefined)	-6%
CC1=C(C(=O)Nc2cccc(F)c2)C2(CCCCC2)OC1=O	-5%
COc1cccc(-c2nc(CS(=O)(=O)CC(=O)NCc3ccc(C)cc3)c(C)o2)c1	3%
O=C(Nc1ccc2c(c1)N(C1CCCC1)C(=O)c1ccccc1S2)c1ccccc1F	5%
Cc1ccc(C)c(Nc2nnc(-c3ccc(C)c(S(=O)(=O)N4CCCCC4)c3)c3ccccc23)c1	-1%
CCOc1ccc(NC(=O)C2CCN(S(=O)(=O)c3c(C)noc3/C=C/c3ccco3)CC2)cc1	1%
CCn1cc2nc(SCc3cc(C)ccc3C)n(Cc3ccc(Cl)cc3)c(=O)c2n1	7%
Cc1ccc2nc(NC(=O)c3nc(SCc4ccccc4F)ncc3Cl)sc2c1	1%
CCCn1c(CCC(=O)Nc2cccc(C)c2C)nc2cccnc21	-6%
COc1ccc(S(=O)(=O)NCCc2nnc3ccc(SCC(=O)Nc4cc(C)cc(C)c4)nn23)cc1	-8%
CC(C)COc1cccc(C(=O)Nc2ccc(-c3nc4ncccc4o3)cc2)c1	-1%
COc1ccc(CN2COc3ccc4c(-c5ccccc5)cc(=O)oc4c3C2)cc1	6%
CC(=O)c1ccc(Nc2nc3ccccc3nc2-n2nc(C)cc2C)cc1	-19%
COC(=O)c1ccc(OCC2c3cc(OC)c(OC)cc3CCN2C(=O)C(C)C)cc1 (centres undefined)	2%
CCCN1CCN(C(=O)Cn2ncc3c4ccccc4n(Cc4cccc(Cl)c4)c3c2=O)CC1	1%
Cc1ccc(N2C(=O)CCSC23C(=O)N(Cc2ccccc2)c2ccccc23)cc1F (centres undefined)	-15%
Cc1nc2nc(C)c(NS(=O)(=O)c3ccc(F)cc3)c(=O)n2[nH]1	1%

compound	FLuc modulator
COc1cccc(NC(=O)C2CCN(S(=O)(=O)c3ccc4[nH]c5c(c4c3)CCCCC5)CC2)c1	-2%
Cn1c(=O)oc2cc(S(=O)(=O)NCCC(=O)Nc3ccc(F)c(Cl)c3)ccc21	6%
O=C(Cc1cccs1)NC1CC(=O)N(c2ccc(F)cc2)C1 (centres undefined)	-5%
COCCCNC(=O)c1ccc2c(c1)N=C(C)c1c(C)ccc(C)c1S2	-13%
CN(Cc1ccccc1)c1ccc(-c2nc(-c3ccccc3)no2)cc1[N+](=O)[O-]	-3%
COc1ccc(C)cc1NC(=O)C1CCCN(S(=O)(=O)c2ccc3c(c2)oc(=O)n3C)C1 (centres undefined)	0%
CCc1ccc(S(=O)(=O)NCc2nc3cccnc3n2Cc2cccc(OC)c2)cc1	-11%
Cc1ccc(Nc2ncc(C(=O)Nc3ccc(F)cc3F)c3ccccc23)cc1Cl	5%
CCOC(=O)c1cccc(NC(=O)c2ccc3c(c2)nnn3C2CCCC2)c1	?
Cc1cc2c(cc1NC(=O)c1ccccc1Cl)n(C)c(=O)c(=O)n2C	-2%
CCc1cccc(NC(=O)Cc2nc(-c3ccc(OC)cc3)no2)c1	-2%
O=C(Nc1cccs1)Nc1cc(C(F)(F)F)ccc1Cl	?

Retrieved by compound from the entries so far (five):
compound	FLuc modulator
CCOC(=O)c1cccc(NC(=O)c2ccc3c(c2)nnn3C2CCCC2)c1	?
O=C(Cc1cccs1)NC1CC(=O)N(c2ccc(F)cc2)C1 (centres undefined)	-5%
Cc1cc2c(cc1NC(=O)c1ccccc1Cl)n(C)c(=O)c(=O)n2C	-2%
CCc1ccc(S(=O)(=O)NCc2nc3cccnc3n2Cc2cccc(OC)c2)cc1	-11%
CN(Cc1ccccc1)c1ccc(-c2nc(-c3ccccc3)no2)cc1[N+](=O)[O-]	-3%

Continuation.
compound	FLuc modulator
COc1cc(NC(=O)Cn2c(=O)n(Cc3ccco3)c(=O)c3oc4ccccc4c32)cc(OC)c1	-2%
CCN(C(=O)C1CCC(CNS(=O)(=O)c2cccc3nsnc23)CC1)c1cccc(C)c1 (centres undefined)	2%
COc1ccc(OC)c(CNC(=O)C(C)n2c(C)c3cnn(-c4ccccc4)c(=O)c3c2C)c1 (centres undefined)	-7%
Cc1ccc(Cl)cc1NC(=O)Cn1nnc2sc3c(c2c1=O)CCC(C(C)(C)C)C3 (centres undefined)	0%
Cc1oc(-c2ccc(C(=O)NCCN(C)C)cc2)nc1CS(=O)(=O)c1ccccc1	-1%
COC(=O)c1cc(NC(=O)[C@H](CCS(C)(=O)=O)N2Cc3ccccc3C2=O)cc(C(=O)OC)c1	-6%
Cc1nc2sccn2c(=O)c1S(=O)(=O)Nc1ccc(N2CCOCC2)cc1	-1%
O=C(Cn1nc(-c2ccc(Cl)cc2)ccc1=O)NCCc1ccccc1	0%
CCOC(=O)c1c(-c2ccccc2)oc2ccc(OCc3ccc(C)cc3)cc12	-3%
Cc1nn2c(=O)cc(CN(C)c3ccccc3)nc2s1	-1%
O=C(Nc1sc2c(c1C(=O)NCc1ccccc1)CCCC2)c1cc(=O)c2cc(Cl)ccc2o1	0%
CCOC(=O)N1CCN(Cc2nc3cc(NC(=O)c4ccccc4OC)ccc3n2C(C)C)CC1	-2%

molecule | FLuc modulator
O=C(Nc1ccc2nc(SCc3ccccc3)sc2c1)c1ccccc1F | ?
Cc1cc(NC(=O)c2ccc3c(c2)N(Cc2cccc(Cl)c2)C(=O)c2ccccc2S3(=O)=O)ccc1Br | 1%
CCSc1nc2ccccc2c(OCc2ccc(Cl)cc2)c1C(=O)OC | -1%
CCOc1c(CC2C(=O)Nc3ccc(Br)cc32)cccc1OC (centres undefined) | -19%
Cc1cccc(NC(=O)CCS(=O)(=O)c2cc(Br)cc3c2N(C(=O)C2CC2)CC3)c1C | 1%
COc1ccc(-c2nn(-c3ccc(C)c(Cl)c3)c3c2cnc2cc(OC)c(OC)cc23)cc1 | 0%
COCCCNC(=O)c1[nH]c2cc(OC)ccc2c1Sc1ccc(C)cc1 | -1%
COc1ccc(NC(=O)C(=O)NCCc2csc3nc(-c4ccccc4C)nn23)cc1 | 5%
COc1ccc(C(=O)NCC2(N3CCN(C)CC3)CCCCC2)cc1 | 3%
Cc1ccc(NC(=O)CN(C)S(=O)(=O)c2cccc3nsnc23)c(C)c1 | -9%
CCOc1ccc(NC(=O)C(=O)NCc2ccco2)cc1 | -5%
CCN(CC)c1cc2c(cc1F)c(=O)c(S(=O)(=O)c1ccc(OC)cc1)cn2CC | -8%
Cc1ccc(NC(=O)c2ccc(=O)n(CC(=O)Nc3cc(C)cc(C)c3)n2)cc1 | -1%
Cc1cc([N+](=O)[O-])ccc1NC(=O)CSc1nccn1C | 1%
Cc1ccc(C(=O)c2oc3ccccc3c2NC(=O)Cc2coc3cc(C)ccc23)cc1 | -1%
COc1ccc(CNC(=O)c2nn(-c3ccccc3C)nc2CO)cc1 | 2%
COc1ccc(CCNC(=O)c2nc(SCc3ccc(F)cc3)ncc2Cl)cc1OC | ?
Cc1cc(C(=O)Nc2ccc(-n3c(C)nc4ccccc4c3=O)cc2)ccc1[N+](=O)[O-] | 2%
COc1ccc(/C=C(\C#N)c2nc(-c3cc4ccccc4oc3=O)cs2)cc1OC | -1%
CCCCOC(=O)c1ccc(NC(=O)c2ccc3c(c2)CCN3S(=O)(=O)c2ccccc2)cc1 | 0%

molecule | FLuc modulator
CCCCCn1c(=O)[nH]c2cc(C(=O)N3CCN(c4ccc(OC)cc4)CC3)ccc2c1=O | -5%
O=C(CCc1nc(CN2CCN(S(=O)(=O)c3ccc(Br)cc3)CC2)no1)N1CCCCC1 | -3%
CCOC(=O)c1c(C)oc2nc(C)nc(N3CCN(c4ccccc4)CC3)c12 | -3%
Cn1nc(C(=O)Nc2ccc(F)c(Cl)c2)c2c1-c1ccccc1S(=O)(=O)C2 | -13%
COc1ccc(NC(=O)CCCn2c(=O)c3cccn3c3ccccc32)c(OC)c1 | 0.85µM*
Cc1ccc(C)c(N2CCN(S(=O)(=O)c3ccc4[nH]c5c(c4c3)CCCC5)CC2)c1 | -1%
Cc1cc(NS(=O)(=O)c2ccc(NC(=O)COc3cc(C)c(Br)cc3C(C)C)cc2)no1 | ?
COc1cc(Cl)c(C)cc1NC(=O)c1cn(C2CCCC2)c(=O)c2c1c1ccccc1n2C | 3%
CCOC(=O)c1ccccc1NC(=O)N1CCN(Cc2cc(=O)n3nc(-c4ccccc4)sc3n2)CC1 | 6%
CCOC(=O)c1[nH]c(C)c(CCC(=O)Nc2ccc(Br)c(C)c2)c1C | -10%
COc1ccc(NC(=O)CSc2nnc(-c3ccc(OC)cc3)s2)cc1 | ?
CCc1ccc(CNc2ncnc3c2nc2n3CCCC2)cc1 | -9%
O=C(COc1ccc2oc3c(c2c1)CCCC3)Nc1ccc(Br)cc1 | -11%
CCN1CCN(c2cc(C)c3cc(NC(=O)/C=C/c4cccc(Cl)c4)ccc3n2)CC1 | -18%
Cc1ccc(CSc2ccc3nnc(CCNS(=O)(=O)c4ccc(C)cc4)n3n2)cc1 | -3%
O=C(Nc1ccccc1C(=O)OCc1cc(=O)n2nc(C3CC3)sc2n1)c1cccc(F)c1 | -1%
Cc1ccccc1NC(=O)CSc1nc2ccc(NC(=O)c3cccs3)cc2s1 | ?
COc1cccc(C2C(C(N)=O)=C(C)Nc3ncnn32)c1 (centres undefined) | 0%
Cc1ccc(Cl)cc1NC(=O)Nc1nnc(N(C)Cc2ccccc2)s1 | -15%
CCOc1ccc(-n2ccn3c(CC(C)CC(=O)O)nnc3c2=O)cc1 (centres undefined) | 0%

molecule | FLuc modulator
COc1ccc(NC(=O)CSC2=Nc3ccccc3C3=NC(CCC(=O)NCCc4ccccc4)C(=O)N23)cc1 (centres undefined) | -7%
COc1ccc(C(=O)N2CCCCC2CCN2CCOCC2)cc1 (centres undefined) | -1%
O=C(CSc1nc(-c2ccco2)nc2cc(=O)[nH]n12)Nc1ccccc1F | -18%
CN(C)c1ccc(CNC(=O)c2ccc3c(c2)N(C)C(=O)C2CCCCN32)cc1 (centres undefined) | 3%
COc1ccc(C)cc1NC(=O)COCc1cc(-c2ccc(F)cc2)on1 | -12%
COc1cccc(NC(=O)c2oc3ccc(S(=O)(=O)N(C)C4CCCCC4)cc3c2C)c1 | -2%
Cc1ccc(NC(=O)CSc2nc3ccc(NC(=O)c4cccs4)cc3s2)cc1 | ?
Cc1ccc(S(=O)(=O)N2CCCc3cc(NC(=O)c4ccc(C(C)(C)C)cc4)ccc32)cc1 | -1%
COc1ccc(Nc2nc3cc(Cl)c(Cl)cc3n3cnnc23)cc1Cl | -10%
COc1ccc(OC)c(CCNC(=O)c2c(C)oc3ncn(CC(C)C)c(=O)c23)c1 | 6%
COc1cccc2cc(-c3nc(-c4ccc(C)cc4)c(C)s3)c(=O)oc12 | 1%
Cc1c(-c2ccccc2)c(=O)oc2c(CN3CCCC3)c(O)ccc12 | -8%
Cc1ccc(-c2nn3c(-c4ccccc4C)nnc3c3ccccc23)cc1 | -4%
COc1ccc(-c2nc3ccccc3o2)cc1NC(=O)COc1cc(C)cc(C)c1 | -6%
O=C(CSc1ncc(S(=O)(=O)c2ccc(Br)cc2)c(=O)[nH]1)NCc1ccc(Cl)cc1 | 8.5µM*
CC(=O)N1CCCc2cc(S(=O)(=O)N(Cc3ccccc3)C(C)C)ccc21 | -1%
O=C(c1ccc(CSc2nc3ccncc3n2Cc2ccccc2F)cc1)N1CCCCC1 | ?
CC1CCCN(S(=O)(=O)c2cc(C(=O)NCc3ccccc3Cl)n(C)c2)C1 (centres undefined) | 1%
O=S1(=O)c2ccccc2N(Cc2cccc(C(F)(F)F)c2)c2ccccc21 | -8%
O=C(CC1N=C2c3ccccc3N=C(SCC(=O)Nc3ccccc3F)N2C1=O)NCc1ccc2c(c1)OCO2 (centres undefined) | -11%

molecule | FLuc modulator
CC(=O)Nc1cccc(NC(=O)C2(c3cccs3)CCOCC2)c1 | -1%
Oc1c(C(c2ccc(Cl)cc2)N2CCCC2)sc2nc(-c3ccco3)nn12 (centres undefined) | -19%
COc1ccc(C)cc1NC(=O)c1cc(S(=O)(=O)N2CCc3ccccc3C2)ccc1F | 1%
O=C1CN(C(=O)c2ccccc2C(F)(F)F)C(c2ccccc2)c2cc(F)ccc2N1 (centres undefined) | 5%
CCc1ccccc1NC(=O)[C@@H](c1ccccc1)N1Cc2ccccc2C1=O | -13%
CCCCNC(=O)CCCn1c(=O)c2ccccc2n(Cc2ccccc2C)c1=O | -2%

Only part of the results is shown, so the mix of outcomes need not match the whole.
